SENP8 block = SENP8 protease inhibitors, primary screen, biochemical, luminescence | hit rate 1.2% among 330,000 | inhibition, % at 10 µM | purified SENP8, Z-RLRGG-aminoluciferin cleavage | Sentrin-specific protease 8 (Homo sapiens), Q96LD8
Target sequence (Q96LD8 whole entry, looked up): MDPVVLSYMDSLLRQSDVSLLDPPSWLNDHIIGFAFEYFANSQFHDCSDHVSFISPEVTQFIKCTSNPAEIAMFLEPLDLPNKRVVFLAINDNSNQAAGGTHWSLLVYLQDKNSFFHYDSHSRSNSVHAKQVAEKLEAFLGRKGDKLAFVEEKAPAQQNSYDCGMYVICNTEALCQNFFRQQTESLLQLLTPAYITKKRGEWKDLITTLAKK
697 NFkB inh = inhibitors of PMA/ionomycin-induced NF-kB reporter, 697 cells, primary screen, B-cell NF-kB inhibitor project, cell-based, luminescence, uHTS | 697 B-cell NF-kB luciferase reporter, 16 h | inhibition, % at 4 µM | hit rate 0.33% among 330,000; in the data active = inhibition above about 35%
CCR6 antag = CCR6 receptor antagonists, primary screen, cell-based, CHO-K1, luminescence, beta-arrestin, uHTS; C-C chemokine receptor type 6 (Homo sapiens), P51684; CHO-K1 CCR6 PathHunter beta-arrestin, CCL20-stimulated; inhibition, % at 20 µM; hit rate 0.49% among 340,000;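 active = compounds whose inhibition of the agonist-driven luminescence signal at 20 µM reaches about 50%, limit read from the data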;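 note: cells stimulated with CCL20 at 14 nM final; plate controls were DMSO with CCL20 for no effect and DMSO without agonist for full effect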
Target sequence (P51684 whole entry, looked up): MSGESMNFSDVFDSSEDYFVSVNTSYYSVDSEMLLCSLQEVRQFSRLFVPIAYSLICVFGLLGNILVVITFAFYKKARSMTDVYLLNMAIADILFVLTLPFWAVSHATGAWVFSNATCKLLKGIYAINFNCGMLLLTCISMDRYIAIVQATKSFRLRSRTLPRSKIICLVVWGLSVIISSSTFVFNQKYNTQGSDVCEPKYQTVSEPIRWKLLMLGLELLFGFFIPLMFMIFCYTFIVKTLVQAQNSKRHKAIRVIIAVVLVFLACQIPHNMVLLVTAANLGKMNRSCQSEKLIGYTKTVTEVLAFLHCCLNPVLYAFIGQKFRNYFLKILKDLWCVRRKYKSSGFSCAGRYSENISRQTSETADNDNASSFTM
Gli-Sufu block = Gli-Sufu pathway antagonists, primary screen, luciferase luminescence, Sufu-KO-LIGHT cells, uHTS; Sufu-KO-LIGHT fibroblasts, Gli luciferase reporter luminescence; inhibition, % at 5 µM; hit rate 0.74% among 340,000; AID 588413, 2011;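 active = inhibition above about 55%, limit read from the data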;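 note: 0% = DMSO-treated cells and 100% = wells with medium but no cells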
Apaf1 inhib = inhibitors of human Apaf-1 apoptosome, primary screen, biochemical, DEVD-Rh110 fluorescence, uHTS. hit rate 0.71% among 330,000. reconstituted apoptosome caspase-3 activity. inhibition, % at 20 µM; active = inhibition of at least 40% at 20 µM;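 note: plate controls were DMSO wells for no effect and DEVD-CHO caspase inhibitor wells for full effect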
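Material: reconstituted apoptosome with Apaf-1, cytochrome c, caspase-9, procaspase-3, dATP; medium: pH 7.5 Hepes buffer with CHAPS, BSA, DTT; also added: cytochrome c and DEVD-Rh110 substrate; timing: 30 min plus 50 min, RT; signal: Rh110 fluorescence intensity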
UBC13 polyUb = UBC13 polyubiquitin chain formation inhibitors, primary screen, biochemical, TR-FRET, uHTS; Ubiquitin-conjugating enzyme E2 N (Homo sapiens), P61088; inhibition, % at 20 µM; hit rate 0.47% among 330,000; AID 485273, 2010; in the data active = inhibition above about 45%, passing the limit was not always enough
Jurkat NFkB inh = inhibitors of induced NF-kB luciferase reporter, primary screen, TCR NF-kB activation inhibitor project, cell-based, luminescence, uHTS. hit rate 0.53% among 330,000. Jurkat, PMA/ionomycin-induced NF-kB luciferase reporter. AID 435003, 2010. inhibition, % at 4 µM
EBI2 block = EBI2 receptor antagonists, beta-arrestin recruitment, primary screen, cell-based, luminescence, 7a,25-OHC stimulation, uHTS; inhibition, % at 5 µM; 7a,25-OHC stimulated; hit rate 0.81% among 360,000; AID 651636, 2012; in the data active = inhibition above about 38%;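 note: enzyme fragment complementation signal reports receptor beta-arrestin coupling in cells; 0% = agonist plus DMSO wells and 100% = wells without agonist; some results beyond the cut were filed as inactive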
Target sequence (P32249 whole entry, looked up, the tested form may be a part): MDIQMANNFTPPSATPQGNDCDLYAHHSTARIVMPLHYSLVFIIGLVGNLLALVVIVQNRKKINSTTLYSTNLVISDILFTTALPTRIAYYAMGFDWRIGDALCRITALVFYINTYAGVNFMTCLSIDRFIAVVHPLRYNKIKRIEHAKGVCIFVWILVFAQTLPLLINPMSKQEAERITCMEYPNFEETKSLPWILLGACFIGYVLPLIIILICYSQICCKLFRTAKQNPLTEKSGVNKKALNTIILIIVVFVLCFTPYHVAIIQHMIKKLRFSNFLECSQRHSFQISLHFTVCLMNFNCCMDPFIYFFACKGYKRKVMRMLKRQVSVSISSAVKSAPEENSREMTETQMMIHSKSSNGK
An asterisk follows results filed as active; . = not tested or not shown; & = joins results of further samples. Cut-off read from the data, not from the text of the source, unless noted: active = inhibition above about 50%; inactive = the rest.

Every second line gives: SENP8 block	697 NFkB inh	CCR6 antag	Gli-Sufu block	Apaf1 inhib	UBC13 polyUb	Jurkat NFkB inh	EBI2 block
- CCOC(=O)c1ccc(NC(=O)CNC(=O)C23CC4CC(CC(C4)C2)C3)cc1
 : 2	-18	13	-3	9	-4	1	-5
- CC(C)(C)c1ccc(OCCC(=O)NCCc2ccc(S(N)(=O)=O)cc2)cc1
 : 8	3	8	6	15	0	10	5
- CN1CCN(c2nnc(-c3ccccc3)c(-c3ccccc3)n2)CC1
 : -1	5	20	10	-11	8	8	5
- COc1cccc(N2CCN(C(=O)NC3CCCCC3)CC2)c1
 : -14	10	-6	18	-2	-6	-1	2
- Cc1cc(OC(C)C(=O)NCCCn2ccnc2)c2c(C)cc(=O)oc2c1 (stereo unspecified)
 : 3	17	-7	-13	-4	10	17	-4
- CCOC(=O)COc1c(OC)cc(Cl)cc1C1Nc2ccccc2C(=O)N1c1ccc(F)cc1 (stereo unspecified)
 : -4	-2	10	-11	15	20	-11	8
- O=C1Cn2c(nc3ccccc32)N1c1ccccc1F
 : 2	15	-4	-7	-7	6	-10	-8
- COc1ccc(S(=O)(=O)N2CCC(C(=O)Nc3ccc(OC)c(OC)c3)CC2)cc1C
 : 0	-5	13	-18	1	0	11	-1
- CCn1cc(-c2cc(C(F)(F)F)n3nc(C(=O)O)cc3n2)c(C)n1
 : 2	8	5	-8	10	2	-18	5
- Cc1noc(C)c1C(=O)OCC(=O)Nc1ccc(S(N)(=O)=O)cc1
 : -20	6	-6	3	-4	-5	3	-9
- CCN(Cc1ccccc1)C(c1ccccn1)c1nnnn1C1CCCCC1 (stereo unspecified)
 : 7	4	19	-3	23	5	-9	35
- CC(C)[C@H](NC(=O)c1ccccc1)C(=O)O
 : -3	8	-3	-4	-5	0	-1	2
- Cc1ccc(CN2CCN(Cc3cn(C)nc3-c3ccccc3)CC2CCO)o1 (stereo unspecified)
 : -6	3	7	6	-12	1	2	-3
- Oc1ccc(-c2csc(-c3c[nH]c4ccccc34)n2)c(O)c1
 : 0	-113	-4	-67	-276	10	-131	1
- Cc1ccc(CNC(=O)C(=O)NCC2OCCCN2S(=O)(=O)c2ccc(F)cc2)cc1 (stereo unspecified)
 : -4	-6	13	-5	4	-13	-15	9
- COC(=O)c1cc(Br)c(=O)n(CCc2ccccc2)c1
 : -3	28	-1	-19	-2	1	20	-1
- CCCCN(C(=S)Nc1cccc(C)c1C)c1c(N)n(CCC)c(=O)[nH]c1=O
 : -6	0	0	-4	0	-6	-4	-3
- COc1ccc(S(=O)(=O)Nc2cc(S(=O)(=O)N3CCOCC3)ccc2OC)cc1
 : -8	4	1	1	-4	-8	-9	6
- Cc1cccc(NC(=O)CSc2n[nH]c(-c3ccncc3)n2)c1C
 : 4	13	-3	4	5	4	-18	-1
- CCN1CCN(Cc2ccc(C(=O)Nc3ccc(C)c(NCc4cnc(NC(=O)OC)cn4)c3)cc2C(F)(F)F)CC1
 : 1	5	-2	8	4	19	-11	-9&5
- CCOC(=O)N1CCN(S(=O)(=O)c2ccc3c(c2)CCN3C(=O)C2CCC2)CC1
 : -13	-3	21	-2	11	-12	-3	7
- Cc1ccc(NC(=O)c2cc(NC(=O)C3CC=CCC3C(=O)O)ccc2N2CCOCC2)cc1Cl (stereo unspecified)
 : -12	5	-2	3	13	-15	-8	-3
- O=C(CN1CCOCC1)NCc1ccc(F)cc1
 : 1	2	1	8	8	-5	-2	-4
- COc1cccc(-n2nc(C(C)=O)c(=O)[nH]c2=O)c1
 : -11	-53	-6	23	2	-9	-30	0
- O=C(NCc1ccc(F)cc1)c1cnc(Cl)c(Cl)c1
 : 1	17	5	0	3	4	-2	12
- COc1cc2c(cc1OC)C(C(=O)NCc1cccnc1)C(c1cccnc1)N(C)C2=O (stereo unspecified)
 : 1	4	-3	-1	-6	-2	6	-5
- COc1ccccc1C(O)(C(=O)NNc1cccc(C)c1)c1ccccc1OC
 : -3	9	6	1	-12	2	6	2
- Cc1cc2ccccc2n1CCNC(=O)Cc1cccc2ccccc12
 : -8	-17	12	2	28	8	-17	1
- CC1(C)Cc2c(C#N)c(SCCOc3ccccc3)nc(N3CCOCC3)c2CO1
 : 1	9	15	17	24	34	-2	-11
- CC1(C)c2ccccc2N(CC(N)=O)C12C=Cc1ccccc1O2 (stereo unspecified)
 : -2	0	7	5	2	1	8	-8
- CC1(C)C(=O)Nc2ccccc2N1C(=O)COC(=O)COc1cccc(C(F)(F)F)c1
 : -1	9	-3	5	15	-3	8	-1
- O=c1oc2c(CN3CCCCC3)c(O)ccc2c2c1CCCC2
 : 0	-17	1	-6	-8	19	-26	1
- O=C(Cn1nnc2ccccc21)Nc1ccc(Cl)cn1
 : -3	-4	-8	-7	-2	5	-6	2
- COCCN(CCOC)C(=O)c1ccc(SCc2ccc(C)cc2)c([N+](=O)[O-])c1
 : 1	12	-2	1	3	9	8	-7
- CCOc1ccc(C2NC(=O)C(C#N)=C(S)N2c2cccc(C)c2)cc1OC (stereo unspecified)
 : -6	4	25	-6	-1	-4	1	-7
- COc1ccc(C(=O)N/N=C/c2ccc(OC(=O)c3ccccc3)cc2)cc1
 : -6	3	18	-17	-9	-8	1	16
- CCOC(=O)CNC(=O)N1c2ccccc2Sc2ccccc21
 : -8	10	6	2	-3	-4	-3	-1
- C[C@H]1CN([C@@H](C)CO)C(=O)c2cccc(NC(=O)Nc3ccc(C(F)(F)F)cc3)c2O[C@H]1CN(C)C
 : 8	15	3	7	14	30	9	7
- CC(C)NC(=O)N1CCN(c2ccncc2S(=O)(=O)N2CCOCC2)CC1
 : -3	-18	7	-3	13	-5	-2	4
- O=C(CN1C(=O)C(=O)N(Cc2ccccc2)C1=O)Nc1ccc(F)c(Cl)c1
 : 6	14	5	-12	5	-9	4	-13
- O=C(NCC1CCN(Cc2ccccc2Cl)CC1)Nc1cccc(Cl)c1
 : -4	4	-9	22	4	-2	1	24
- O=C(CCSCc1ccccc1F)N1CCN(c2ccccn2)CC1
 : 3	-6	5	-15	-11	7	-5	-7
- CCc1cccc(NC(=O)CCc2nc3sc4c(c3c(=O)[nH]2)CCCC4)c1
 : -10	-14	10	1	14	-11	17	-2
- Cc1cc(C(=O)Nc2sccc2C#N)c2ccccc2n1
 : 1	0	-10	-4	-3	-9	2	2
- O=C(CN1C(=O)NC2(CCCC2)C1=O)OCc1c(F)cccc1Cl
 : 5	8	7	-13	4	-2	5	-4
- CCOC(=O)Cc1csc(NC(=O)c2c(-c3c(Cl)cccc3Cl)noc2C)n1
 : -6	-29	6	3	2	-8	5	1
- CN1CCN(C(=O)c2ccc3c(c2)OCCO3)CC1
 : -3	13	-16	2	5	8	0	1
- CCSC1=C(C#N)C(c2ccccc2Cl)CC(=O)N1 (stereo unspecified)
 : -17	10	-3	4	10	-5	-4	8
- O=C(O)c1cccc(NS(=O)(=O)c2ccc(Oc3ccc(S(=O)(=O)Nc4cccc(C(=O)O)c4)cc3)cc2)c1
 : 9	12	-4	2	1	-4	-8	-6
- COc1ccc(S(=O)(=O)N(C)c2ccc(C(=O)Nc3ccccc3C(=O)N3CCOCC3)cc2)cc1
 : -10	-3	17	-4	6	0	19	4

The results go on:
Every second line gives: SENP8 block	697 NFkB inh	CCR6 antag	Gli-Sufu block	Apaf1 inhib	UBC13 polyUb	Jurkat NFkB inh	EBI2 block
- Cc1ccccc1-c1ccc(/C=C2/SC(N3CCOCC3)=NC2=O)o1
 : -4	7	15	9	16	31	-6	-3
- O=C(C1COc2ccccc2O1)N1CCN(c2ccccn2)CC1 (stereo unspecified)
 : 5	17	4	-10	0	1	2	11
- COc1cc(C)ccc1OCc1cc(C(=O)NCc2ccncc2)no1
 : 3	-72	12	-55	12	-7	-63	-2
- Cc1ccc(/C=C/C(=O)O)cc1S(=O)(=O)N(CCO)CCO
 : 1	-4	6	0	11	-3	7	-3
- Cc1cc(C)n(Cc2n[nH]c(=S)n2Cc2ccccc2)n1
 : 0	16	-2	9	3	3	7	-3
- Cc1ccc(/C(O)=C/C(=O)C(=O)NC23CC4CC(CC(C4)C2)C3)cc1
 : -9	1	70*	-1	6	-11	-5	-4
- CC(Oc1ccccc1)C(=O)N=C1SC2CS(=O)(=O)CC2N1c1ccccc1 (stereo unspecified)
 : 7	1	5	-7	4	-3	9	-13
- Cc1nnc2ccc(-c3cccc(NS(=O)(=O)c4cc(F)ccc4F)c3)nn12
 : -11	38*	8	14	13	-1	-12	-7
- COc1cccc(NC(=O)CCCCCN2C(=O)[C@@H]3Cc4ccccc4CN3C2=O)c1
 : 3	-20	6	-8	-6	0	4	10
- Cc1[nH]c(=O)[nH]c(=O)c1NC(=O)CSc1ncccc1-c1nc2ccccc2[nH]1
 : 3	6	-11	-6	-14	10	-11	-6
- Cc1cc(OCCOCCN2CCCC2)ccc1C(C)C
 : -9	-28	-21	20	7	7	-20	13
- CCc1ccc(C(=O)CSc2ncn[nH]2)cc1
 : -11	-9	2	-9	8	1	-19	6
- C=CCSc1nnc2c(n1)OC(c1c(C)[nH]n(-c3ccccc3)c1=O)Nc1ccccc1-2 (stereo unspecified)
 : 7	8	-6	-136	0	-13	5	-1
- O=C(c1ncc[nH]1)c1ccccc1C(=O)N1CCOCC1
 : -8	4	-5	2	-2	6	9	-10
- COc1ccc(CN2CCC(c3nc4ccc(Cl)cc4[nH]3)CC2)cc1
 : -4	8	6	36	-8	10	19	5
- O=C(COC(=O)/C=C/c1ccccc1)NCCC1=CCCCC1
 : -3	6	23	-3	7	4	5	-1
- O=CNCCc1nc2ccccc2n1CCc1ccccc1
 : 0	-6	8	4	-16	9	-3	0
- O=C(C1CCCN(c2ncnc3c2nc2n3CCCCC2)C1)N1CCN(c2ccc(Cl)cc2)CC1 (stereo unspecified)
 : -11	-44	11	-2	16	-4	-3	15
- CN(C)c1ccc(S(=O)(=O)N2CCCCC2)cc1NC(=O)COc1ccccc1F
 : 3	-14	20	-4	4	-1	-4	9
- Cc1cc(/C=N/n2c(COc3ccccc3C)nc3ccccc3c2=O)c(O)c([N+](=O)[O-])c1
 : -8	-45	59*	38	-2	-117	-2	21
- CC1(C)CC(c2nc(-c3ccc([N+](=O)[O-])cc3)cs2)CCO1 (stereo unspecified)
 : -3	-7	-2	-4	4	7	3	29
- Cc1onc(-c2ccccc2Cl)c1C(=O)Nc1sc2c(c1C#N)CCC2
 : 1	-2	12	10	13	1	-2	13
- COc1ccccc1Cn1c(=O)[nH]c2cccnc21
 : 2	7	-6	.	-9	-2	0	10
- COc1ccc(OC)c(NC(=S)N2CCN(Cc3ccccc3)CC2)c1
 : -8	-21	10	-3	-1	-6	1	0
- COc1ccccc1Nc1ncccc1C(=O)O
 : -10	-13	6	6	6	-8	-7	-13
- COCCNC(=S)N(CCc1c(C)[nH]c2ccc(F)cc12)Cc1cccs1
 : -9	2	4	16	17	2	-4	17
- CC/C(=N\NC(=O)c1c[nH]c2ccccc12)c1cccs1
 : -11	-102	16	-60	9	-5	-82	0

5 of the compounds above, as tab-separated lines:
SMILES	SENP8 block	697 NFkB inh	CCR6 antag	Gli-Sufu block	Apaf1 inhib	UBC13 polyUb	Jurkat NFkB inh	EBI2 block
CCOC(=O)Cc1csc(NC(=O)c2c(-c3c(Cl)cccc3Cl)noc2C)n1	-6	-29	6	3	2	-8	5	1
CN1CCN(C(=O)c2ccc3c(c2)OCCO3)CC1	-3	13	-16	2	5	8	0	1
CCSC1=C(C#N)C(c2ccccc2Cl)CC(=O)N1 (stereo unspecified)	-17	10	-3	4	10	-5	-4	8
O=C(O)c1cccc(NS(=O)(=O)c2ccc(Oc3ccc(S(=O)(=O)Nc4cccc(C(=O)O)c4)cc3)cc2)c1	9	12	-4	2	1	-4	-8	-6
COc1ccc(S(=O)(=O)N(C)c2ccc(C(=O)Nc3ccccc3C(=O)N3CCOCC3)cc2)cc1	-10	-3	17	-4	6	0	19	4

Only part of the results is shown; the hit share may differ from the screen's.
